# Compound activity: PubChem, several laboratories
# NPY-Y1 antag: NPY-Y1 (human) receptor antagonism | P25929 | HEK293-CNG Y1 cells, membrane potential fluorescence; NPY at EC95, then isoproterenol | inhibition, % at 3.6 µM | 200,000 compounds, 1% hits | AID 1040;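 active = inhibition above the campaign mean inhibition of all tested compounds plus 3 SD, cut at about 20% in these data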;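 note: 0% = DMSO wells given NPY plus isoproterenol and 100% = isoproterenol alone without NPY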
# Target sequence (P25929 whole entry, looked up): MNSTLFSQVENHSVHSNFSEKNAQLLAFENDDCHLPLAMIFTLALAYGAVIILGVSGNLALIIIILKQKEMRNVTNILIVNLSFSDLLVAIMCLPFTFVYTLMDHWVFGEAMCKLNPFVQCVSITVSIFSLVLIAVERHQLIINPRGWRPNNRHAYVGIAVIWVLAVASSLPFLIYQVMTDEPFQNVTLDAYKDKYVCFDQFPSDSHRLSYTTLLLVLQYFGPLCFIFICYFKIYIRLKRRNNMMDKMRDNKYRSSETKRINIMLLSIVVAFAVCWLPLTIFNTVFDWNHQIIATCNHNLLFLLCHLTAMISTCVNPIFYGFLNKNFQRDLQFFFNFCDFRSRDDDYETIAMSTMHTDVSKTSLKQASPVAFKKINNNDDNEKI
#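 Material: HEK293 cells with Y1 receptor plus CNG channel; times: compound incubation 1 h at room temperature, readout 45 min post-stimulation; signal: fluorescence, membrane potential probe; read-out basis: fluorescence ratio normalized to % inhibition between controls; benchmarks: full-block control isoproterenol-only wells, zero-block control NPY plus isoproterenol wells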
# p97 inhibitor: inhibitors of human p97 ATPase; P55072; recombinant p97 ATPase, Kinase-Glo ATP luminescence, 3 h; inhibition, % at 8 µM; 220,000 compounds, 0.42% hits; AID 1481; in the data active = inhibition above about 15%;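 note: 0% = DMSO vehicle and 100% = wells lacking enzyme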
# S1P4 antag: human S1P4 receptor antagonism. AID 1510. S1P4-expressing cells, antagonist mode, reporter read-out. inhibition, % at 4.98 µM. 220,000 compounds, 0.26% hits; in the data active = inhibition above about 29%;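 note: 0% = wells stimulated with agonist and 100% = vehicle wells without agonist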
# eIF4E-4G inh: inhibitors of eIF4E and eIF4G interaction in translation initiation | P63073+Q04637 | TR-FRET eIF4E-eIF4GI(517-606) binding, 2 h | inhibition, % at 21.7 µM | 220,000 compounds, 0.37% hits | AID 782;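 active = inhibition above about 30%, limit read from the data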;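 note: 0% = full FRET control wells and 100% = background wells lacking eIF4GI fragment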
# NPY-Y2 PAM-ag: potentiators or agonists of human neuropeptide Y receptor Y2 | P49146 | cells expressing NPY-Y2, potentiator/agonist read-out | activation, % at 3.6 µM | 220,000 compounds, 0.45% hits | AID 1359; in the data active = activation above about 27%;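 note: cells stimulated with NPY near EC25 plus isoproterenol at EC100; 0% = vehicle plus submaximal agonist and 100% = vehicle plus saturating agonist; some results beyond the cut were filed as inactive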
# EP2 mod: modulators of human EP2 prostaglandin E2 receptor. AID 940. 260,000 compounds, 0.83% hits. EP2-expressing cells, cAMP HTRF FRET, PGE2 co-stimulation. induction, % at 25 µM. P43116;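 active = compounds whose cAMP rise, as percent of the full-agonist control response, exceeds 60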;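 note: rat C6 glioma line stably carrying human EP2 under a CMV promoter; the protocol text gives 20 µM as final concentration; 100% = response of wells given 1 µM PGE2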
# Target sequence (P43116 whole entry, looked up): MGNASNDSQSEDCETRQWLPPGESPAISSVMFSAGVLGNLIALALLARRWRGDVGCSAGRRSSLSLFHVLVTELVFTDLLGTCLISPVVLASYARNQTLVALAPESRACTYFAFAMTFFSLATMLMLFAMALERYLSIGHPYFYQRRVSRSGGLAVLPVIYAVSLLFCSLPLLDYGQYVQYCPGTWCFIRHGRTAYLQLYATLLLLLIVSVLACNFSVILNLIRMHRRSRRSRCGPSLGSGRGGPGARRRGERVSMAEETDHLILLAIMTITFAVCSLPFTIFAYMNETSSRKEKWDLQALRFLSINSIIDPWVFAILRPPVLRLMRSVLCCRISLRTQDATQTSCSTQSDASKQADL
# NPY-Y1 PAM-ag: potentiators or agonists of human neuropeptide Y receptor Y1; P25929; NPY-Y1 expressing cells, potentiator/agonist activation; activation, % at 3.6 µM; 220,000 compounds, 0.37% hits; AID 1304; in the data active = activation above about 33%, passing the limit was not always enough;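 note: cells stimulated with NPY at EC10 then isoproterenol at EC100; 0% = low agonist plus stimulus and 100% = saturating agonist plus stimulus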
# S1P4 ag: agonists of human S1P4 receptor | S1P4-expressing cell line, agonist reporter assay | 220,000 compounds, 0.35% hits | activation, % at 4.98 µM; in the data active = activation above about 11%;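 note: 0% = DMSO vehicle and 100% = reference agonist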
# EP2 antag: EP2 receptor (human) inhibition; C6 glioma cells expressing human EP2, cAMP TR-FRET; cells stimulated with saturating PGE2; inhibition, % at 25 µM; 260,000 compounds, 0.52% hits; AID 1422;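 active = percent inhibition above 40 after rounding to a whole number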;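 note: rat C6 glioma host cells with rolipram phosphodiesterase inhibitor present; the protocol text gives 20 µM as final concentration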
# An asterisk follows results filed as active; / = no result given; & = joins results of further samples; [ ] = remark or other dose. Some of the compounds tested; the hit share may differ from the screen's.
SMILES,NPY-Y1 antag,p97 inhibitor,S1P4 antag,eIF4E-4G inh,NPY-Y2 PAM-ag,EP2 mod,NPY-Y1 PAM-ag,S1P4 ag,EP2 antag
COc1ccc(NC(=O)Nc2sc(NS(=O)(=O)c3ccccc3)nc2C)cc1,-1,3,0,-2,1,13,3,-1.5,6
CNC(=O)COC(=O)c1c2c(nc3ccccc13)CCC2,/,8,6,14,-1,3,11,0.5,7
CCOC(=O)c1ccc2ncc(C(=O)OCC)c(NCc3ccco3)c2c1,3,6,10,-10,7,32,5,-0.9,10
CC(C)CN(CC(C)C)C(=O)Nc1ccccc1F,1,2,-2,3,12,-2,3,-0.3,7
COc1ccc(OCC(=O)N2CCN(S(=O)(=O)c3ccc(Cl)cc3)CC2)cc1,2,-3,2,9,5,-30,2,-1.9,16
CCn1cc([N+](=O)[O-])c(C(=O)Nc2nc(-c3ccc(C)c(C)c3)c(C)s2)n1,-10,1,-34,6[fluorescence artefact?],-2,-19,4,0.6,/
CCOc1ccc(OCc2ccc(C(=O)NN)o2)cc1,/,10,-9,-4,-21,1,2,1.6,15
CSc1nc(C)c2cc(C)oc2n1,1,-7,-15,3,7,3,-12,0.6,7
CCOCCCNC(=S)N1CCC(NC(=O)c2ccco2)CC1,5,2,-1,0,-10,7,13,0.0,5
CCOC(=O)c1c(C2CC2)csc1NC(=O)COC(=O)c1cc(OC)c(OC)cc1[N+](=O)[O-],6,8,1,-4,4,32,2,-2.0,11
Cc1c(NC(=S)Nc2ccccc2C(F)(F)F)cccc1[N+](=O)[O-],4,5,0,4,10,-4,7,1.3,3
S=c1[nH]nc(-c2cc(-c3ccccc3)n[nH]2)n1/N=C/c1c2ccccc2cc2ccccc12,/,14,-2,-12,6,8,7,-0.3,8
O=S(=O)(Cc1ccccc1Cl)N1CCCCC1,-3,-6,-14,1,-2,-5,-13,-0.1,12
c1ccc(CNc2ccc(CNc3ncn[nH]3)cc2)cc1,-9,2,-2,1,13,-14,16,-1.6,5
O=C(NCCCN1CCCCCC1)c1ccc2c(Cl)c3c(nc2c1)CCCC3,14,-3,-4,-4,-24,-64,-10,1.1,8
CSc1nc(C)c(CCOC(=O)c2cccc(C)c2)c(=O)[nH]1,3,0,-13,7,1,2,-5,0.2,4
O=C(O)c1cccc(-c2ccc(/C=N/NC(=O)C3COc4ccccc4O3)o2)c1 (configuration not stated),5,1,-1,1,-10,-26,-15,-1.6,1
CC1Cc2ccccc2N1S(=O)(=O)c1cnc[nH]1 (configuration not stated),-3,2,8,1,19,7,1,1.3,6
Cc1cccc(NC(=O)c2ccc(C3SCC(=O)N3CCc3ccccc3)cc2)c1 (configuration not stated),-1,-3,-1,4,2,-75,-5,1.0,24
CCOC(=O)C1=C(C)Nc2ccc(C)cc2S1,-1,10,-3,-2[fluorescence artefact?],17,-19&-9,4,-1.2,6&15
CCC(=O)Nc1nc(CC(=O)Nc2ccccc2)cs1,-3,4,0,4[fluorescence artefact?],15,3,5,1.1,6
c1ccc(-c2cnc(SCCN3CCOCC3)n2CC2CCCO2)cc1 (configuration not stated),-3,1,-8,8[fluorescence artefact?],-2,0&31,-27,2.1,10&5
C=CCNc1nnc(SC2CC(=O)N(c3ccc(OCCC)cc3)C2=O)s1 (configuration not stated),-1,0,11,1,1,-10,6,-3.4,14
NC(=O)C1CCN(C(=O)CSc2ncccn2)CC1,3,2,2,-2,-8,29,11,-0.2,5
CCOC(=O)N1CCC(c2cc(=O)n3[nH]c(C)c(-c4ccc(F)cc4)c3n2)CC1,0,2,-28,1[fluorescence artefact?],-14,16,-8,1.3,/
CC(=O)Nc1cccc(NS(=O)(=O)c2cccc3nsnc23)c1,0,8,-11,0,12,31,7,1.2,13
Cc1csc2ncnc(NCCc3ccccn3)c12,-1,-1,-10,-2,19,-37,-2,-0.1,1
CC(=O)Nc1ccc(NC(=S)NC(=O)c2oc3ccccc3c2C)cc1,-1,3,-5,-3,-3,15,-19,3.0,13
N#CCc1nn(-c2ccccc2)c2ncnc(N)c12,/,8,3,6,2,-11,33,-2.9,9
N#CC1(c2ccccc2)CCC(=O)N1Cc1ccccc1 (configuration not stated),/,7,-22,5,10,29,17,0.5,8
Cc1ccc(OCc2nnc(SC(C)C(=O)O)n2Cc2ccccc2)cc1 (configuration not stated),4,3,-20,4,8,21,12,1.7,11
O=C(CCS(=O)(=O)c1ccc(Br)cc1)N1CCN(c2ccccc2Cl)CC1,9,-1,-3,-3,-12,-10,-18,1.7,4
COc1ccc(CN2CN(S(=O)(=O)c3cccs3)c3nc4ccccc4nc32)cc1,/,-1,9,6,6,24,-8,1.0,19
Cn1cccc1Cc1nnc(SCC(N)=O)n1CCc1ccccc1,2,-2,-1,-2,-6,19,6,-0.1,4
COc1ccc(-c2cc3c(nn2)-c2ccccc2C3=O)cc1,3,-12,-5,2,16,-12,-6,1.0,6
Cc1ccc(-n2nc(-c3ccc(OC(F)(F)F)cc3)cc2N)cc1C,/,4,-4,5,-24,-3,-2,-0.7,12
Cc1sc(C(=O)Nc2ccc3ccccc3c2)cc1CC(=O)O,8,2,-6,-1,0,7,0,-1.2,7
Cc1ccc(NC(=S)N(CCN(C)C)Cc2cccs2)c(C)c1,-1,4,8,-7,9,-18,7,0.8,2
CCNc1nc(C)nc2c1oc1ccccc12,5,6,-2,-1,-4,4,23,-1.4,4
CCOC(=O)c1sc2ncnc(NCC(c3cccs3)N(C)C)c2c1C (configuration not stated),9,2,6,-15,6,23,1,-0.2,12
CCCCn1nnnc1SCC(=O)N1CCOCC1,2,-1,-19,-3[fluorescence artefact?],-3,0,4,-0.2,6
Cc1ccc(N(CC(=O)O)C2SC(=O)NC2=O)cc1 (configuration not stated),2,3,-5,9,-2,2,12,-0.5,17
CCc1ccccc1NC(=S)N(Cc1cccnc1)Cc1ccco1,-1,1,-24,-2,0,26,-16,0.9,10
Cc1ccc(-c2noc(CN3CCN(c4ccccc4F)CC3)n2)cc1,14,-1,-10,-5,-14,-10,-18,1.0,9
O=C(c1ccc2c(Cl)c3c(nc2c1)CCCC3)N1CCC(N2CCCCC2)CC1,6,5,-10,1,-4,19,-33,0.3,6
COC(=O)c1ccc(-c2ccco2)n1Cc1nc(-c2ccc(OC)c(OC)c2)oc1C,1,1,-17,3,2,19,2,2.3,9
CC1CCN(C(=O)c2cc(N3C(=O)C4C5CCC(C5)C4C3=O)ccc2Cl)CC1 (configuration not stated),0,1,-5,-2,3,-15,3,1.4,9
COc1ccc(-n2cnc3cc(NS(=O)(=O)c4ccc(C)cc4)ccc32)cc1,3,4,-19,-7[fluorescence artefact?],-2,-36,-4,-0.3,1
Cn1c(=O)c2cc(S(=O)(=O)N3CCC(c4ccccc4)CC3)ccc2n(C)c1=O,-4,0,-18,-63,14,-41,-5,0.4,-2
COCCn1c(C2CCCCC2)nc2sc3ccccc3c(=O)c2c1=O,-2,2,-7,-1,-7,48,-2,-0.5,4
CCOC(=O)c1[nH]nc(N)c1NC(=O)c1ccc(Cl)cc1Cl,5,2,1,1,3,16,-12,1.3,16
CCN(CC)CCNC(=O)C(=O)NCC1OCCN1S(=O)(=O)c1ccc([N+](=O)[O-])cc1 (configuration not stated),-1,0,-4,18,3,-5,9,-1.3,9
COc1ccccc1C1/C(=C(/O)c2ccc(C)cc2)C(=O)C(=O)N1Cc1ccco1 (configuration not stated),-6,5,-10,9,7,31,-6,-0.1,8
Nc1nnc(SCC(=O)c2cccc([N+](=O)[O-])c2)s1,1,0,-17,-2,3,-23,5,-0.5,13
Cc1nnc(SCc2ccccc2)n1CC1CCCO1 (configuration not stated),-1,4,-5,-4,-7,6,1,2.8,5
Cc1ccc(-c2c[n+]3c(n2-c2ccccc2)SCC3)cc1,/,2,-21,1,12,-15,-2,2.7,2
Cc1cc(=S)[nH]c(=S)[nH]1,/,11,-8,-1,-21,4,5,-0.5,9
COC(=O)Cn1c(=O)c2c(n(Cc3ccccc3)c1=O)N/C(=C/c1ccc(OC)cc1)C2=O,/,-4,-12,-5,-10,-28,18,0.3,5
Cc1cc(C)nc(NS(=O)(=O)c2ccc(NC(=S)NC(=O)C3CCCC3)cc2)n1,-1,-2,-7,1,-16,-14,11,1.8,4
Cc1ccccc1C(=O)Nn1c(C)ccc1C,2,7,-17,4,-3,15,13,0.1,9

# 5 records drawn at random from those above, as already listed:
SMILES,NPY-Y1 antag,p97 inhibitor,S1P4 antag,eIF4E-4G inh,NPY-Y2 PAM-ag,EP2 mod,NPY-Y1 PAM-ag,S1P4 ag,EP2 antag
COc1ccccc1C1/C(=C(/O)c2ccc(C)cc2)C(=O)C(=O)N1Cc1ccco1 (configuration not stated),-6,5,-10,9,7,31,-6,-0.1,8
COC(=O)Cn1c(=O)c2c(n(Cc3ccccc3)c1=O)N/C(=C/c1ccc(OC)cc1)C2=O,/,-4,-12,-5,-10,-28,18,0.3,5
Cc1cc(=S)[nH]c(=S)[nH]1,/,11,-8,-1,-21,4,5,-0.5,9
Cc1ccccc1C(=O)Nn1c(C)ccc1C,2,7,-17,4,-3,15,13,0.1,9
Cc1cc(C)nc(NS(=O)(=O)c2ccc(NC(=S)NC(=O)C3CCCC3)cc2)n1,-1,-2,-7,1,-16,-14,11,1.8,4

# The listing continues:
SMILES,NPY-Y1 antag,p97 inhibitor,S1P4 antag,eIF4E-4G inh,NPY-Y2 PAM-ag,EP2 mod,NPY-Y1 PAM-ag,S1P4 ag,EP2 antag
Cc1ccc(NC(=O)COC(=O)Cn2cnc3ccccc32)cc1S(=O)(=O)N(C)C,-4,1,-21,1,-1,19,-13,0.2,16
CCCCn1c(=O)n(C)c(=O)c2c3c(sc21)COC(C)(C)C3,-5,4,-9,2,-11,12,10,0.7,9
c1ccc(-n2nnnc2Cc2nnnn2-c2ccccc2)cc1,2,-4,-20,3,-3,-12,-10,-0.8,1
O=C(CCCSc1nc2ccccc2[nH]1)N1CCN(c2ccccc2)CC1,4,3,-7,1,14,-28,-3,1.1,4
Cc1ccc(NC(=O)c2nc(C)n(-c3ccc([N+](=O)[O-])cc3)n2)cc1,0,5,-12,-6,6,-6,0,0.1,10
CCC(CO)n1c(=S)[nH]c2cc(OC)c(OC)cc2c1=O (configuration not stated),-2,4,3,-2,3,5,-5,0.7,1
CN(CC(=O)Nc1ccncc1)S(=O)(=O)c1ccc(Cl)cc1,1,1,-29,-5,3,-9,8,0.3,3
Cc1ccc(C)n1-c1ccc(C(=O)N2CCOCC2)cc1,4,3,9,10,6,11&-7,-11,1.4,2&10
Cc1ccc(NC(=O)CN2CCN(CCN=CC3=C(O)CC(c4ccccc4)CC3=O)CC2)cc1 (configuration not stated),1,-6,-17,-2[fluorescence artefact?],9,0,-6,0.3,5
CCCCCCNC(=O)c1ncn[nH]1,/,2,3,4,11,1,5,0.1,11
O=C1CC(N2CCN(Cc3ccc4c(c3)OCO4)CC2)C(=O)N1c1cccc(Cl)c1 (configuration not stated),-1,0,3,66*,-7,6,-2,0.3,5
COc1ccc(NC(=S)NC(C)Cc2cccs2)cc1 (configuration not stated),5,-2,-24,3,0,-6,-6,1.2,6
Cc1c(C(=O)N2CCCC2)sc(NC(=O)c2ccccc2)c1C#N,-3,3,0,0[fluorescence artefact?],7,-3&12,9,0.0,8&9
